UPR XBP1 act: adaptive UPR (XBP1) activation; CHO-XBP1 luciferase reporter, IRE1-XBP1 UPR activation, luminescence; percent of tunicamycin response, DMSO as zero; activation, % at 20 µM; actives 0.33% (n = 330,000); AID 463104;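 active = versus positive control, 20 µM dose yields 30% or more activation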;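 note: 100% = tunicamycin at 10 µg/mL and 0% = DMSO only wells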
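Material: CHO cell line with stable XBP1 luciferase reporter; buffer or medium: F12 medium containing 10% fetal bovine serum; compound: single point, 20 µM final compound, 1% DMSO; incubation: 6 h treatment, 37 °C; measured by: glow luminescence from Steady-Glo reagent; evaluation: activation, % of tunicamycin; control set: tunicamycin high, DMSO low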
CXCR6 block: blocks human CXCR6 beta-arrestin recruitment. O00574. CHO-K1 PathHunter CXCR6 beta-arrestin, luminescence. inhibition, % at 20 µM. actives 0.36% (n = 360,000). AID 602244; in the data active = inhibition above about 34%, passing the limit was not always enough;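 note: antagonist mode with CXCL16 agonist at 10 nM final; 0% = 10 nM CXCL16 with DMSO and 100% = unstimulated wells without agonist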
APJ ag: activates the human apelin receptor APJ | CHO-K1 APJ PathHunter beta-arrestin, luminescence; 0% DMSO wells, 100% apelin | activation, % at 20 µM | actives 0.11% (n = 330,000);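 active = activation more than six SD over the plate average, tested at 20 µM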;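 note: 0% = DMSO alone and 100% = apelin-13 at 10 nM; some results filed as inactive read as strong as hits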
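Test system: CHO-K1 APJ beta-arrestin complementation cell line | Compound: Single test compound dose, 20 µM final, 1% DMSO | Incubation: Compound 90 min 25 °C, reagent 1 h | Measured by: beta-gal luminescence | Read-out basis: APJ–arrestin association signal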
EBI2 block: EBI2 (human) antagonism; P32249; EBI2 beta-arrestin recruitment, luminescence, 7a,25-OHC stimulated; inhibition, % at 5 µM; actives 0.81% (n = 360,000); in the data active = inhibition above about 38%;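 note: enzyme fragment complementation signal reports receptor beta-arrestin coupling in cells; 0% = agonist plus DMSO wells and 100% = wells without agonist; some results beyond the cut were filed as inactive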
Target sequence (P32249 whole entry, looked up, the tested form may be a part): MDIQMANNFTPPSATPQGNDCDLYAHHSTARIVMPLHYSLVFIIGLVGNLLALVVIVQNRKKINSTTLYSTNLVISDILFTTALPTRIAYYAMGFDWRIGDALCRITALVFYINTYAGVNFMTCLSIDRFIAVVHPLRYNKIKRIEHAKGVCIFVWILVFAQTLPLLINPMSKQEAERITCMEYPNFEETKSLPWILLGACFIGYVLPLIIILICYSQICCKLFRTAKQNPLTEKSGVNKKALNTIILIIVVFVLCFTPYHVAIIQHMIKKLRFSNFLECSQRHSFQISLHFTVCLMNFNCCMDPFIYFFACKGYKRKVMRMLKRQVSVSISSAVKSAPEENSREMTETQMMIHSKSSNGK
APJ antag: blocks the human apelin receptor APJ | P35414 | CHO-K1 APJ beta-arrestin complementation, luminescence | inhibition, % at 20 µM | actives 0.32% (n = 330,000) | AID 2521;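 active = inhibition above about 40% at 20 µM, limit read from the data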;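 note: cells challenged with 10 nM apelin-13 agonist together with compound; plate controls were apelin-13 plus DMSO wells for no effect and DMSO wells lacking apelin-13 for full effect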
CCR6 antagonist: blocks CCL20-driven beta-arrestin recruitment at human CCR6 | actives 0.49% (n = 340,000) | AID 493098 | P51684 | CHO-K1 CCR6 PathHunter beta-arrestin, luminescence, CCL20-stimulated | inhibition, % at 20 µM;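 active = compounds whose inhibition of the agonist-driven luminescence signal at 20 µM reaches about 50%, limit read from the data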;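 note: cells stimulated with CCL20 at 14 nM final; plate controls were DMSO with CCL20 for no effect and DMSO without agonist for full effect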
Target sequence (P51684 whole entry, looked up): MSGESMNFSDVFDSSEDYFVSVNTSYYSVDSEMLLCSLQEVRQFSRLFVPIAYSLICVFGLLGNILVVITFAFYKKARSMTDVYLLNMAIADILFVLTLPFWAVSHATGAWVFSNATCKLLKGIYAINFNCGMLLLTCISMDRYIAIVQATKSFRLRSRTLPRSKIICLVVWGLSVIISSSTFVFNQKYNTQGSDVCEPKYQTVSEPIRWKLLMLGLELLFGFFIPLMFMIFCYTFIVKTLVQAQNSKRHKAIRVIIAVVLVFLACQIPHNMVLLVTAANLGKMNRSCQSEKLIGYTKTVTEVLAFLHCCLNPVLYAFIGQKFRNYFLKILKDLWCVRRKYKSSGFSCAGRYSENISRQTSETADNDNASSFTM
UPR CHOP act: apoptotic UPR (CHOP) activation | CHO-CHOP luciferase reporter, luminescence; percent of tunicamycin response over DMSO baseline | activation, % at 10 µM | actives 0.34% (n = 330,000);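 active = at 10 µM dose, activation of 40% or more, normalized to positive control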;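 note: 100% = tunicamycin at 10 µg/mL and 0% = DMSO alone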
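System: CHO-CHOP luciferase reporter cell line; amount: 500 cells/well; buffer or medium: F12 medium containing 10% fetal bovine serum; incubation: 6 h compound exposure at 37 °C after overnight seeding; measured by: luciferase luminescence after 10 min with Steady-Glo reagent; evaluation: % reporter activation, DMSO baseline versus tunicamycin full activation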
Mdm2 MdmX PPI: disrupts the human Mdm2-MdmX interaction | O15151+Q00987 | SaOS-2 split-luciferase Mdm2/MdmX complementation, luminescence | inhibition, % at 8 µM | actives 3% (n = 330,000);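 active = inhibition of at least 50% at 8 µM in the primary screen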
tim23-1 inh: tim23-1 yeast growth inhibition; S. cerevisiae tim23-1 growth, BacTiter-Glo luminescence, 24 h; inhibition, % at 20 µM; actives 1.3% (n = 330,000);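 active = growth inhibition of the mutant yeast at or above 50%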;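 note: temperature-sensitive mutant grown at 25 °C; plate controls were DMSO-treated mutant yeast for no effect and medium wells lacking yeast for full effect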
Numbers without * were called inactive; · = no result given. An excerpt; the hit share may differ from the screen's.

Preview, 3 compounds:
canonical_smiles	UPR XBP1 act	CXCR6 block	APJ ag	EBI2 block	APJ antag	CCR6 antagonist	UPR CHOP act	Mdm2 MdmX PPI	tim23-1 inh
O=C(Cc1ccccc1)NC(=S)Nc1ccc2oc(-c3ccccc3)nc2c1	4.7	·	-0.7	·	3.8	·	8.9	-26.8	9.7
O=C(COc1ccc(Cl)cc1)NNC(=O)c1ccncc1	-1.4	-4.1	-2.6	-8.5	-15.2	1.2	-0.4	-16.9	6.0
CC(=O)Nc1ccc(N(C(=O)c2ccco2)C(C(=O)NC2CCCC2)c2ccc(N(C)C)cc2)cc1 (configuration not stated)	2.2	-0.8	-1.0	-3.2	-2.4	-2.5	0.3	-4.4	12.7

The listing, previewed entries included:
canonical_smiles	UPR XBP1 act	CXCR6 block	APJ ag	EBI2 block	APJ antag	CCR6 antagonist	UPR CHOP act	Mdm2 MdmX PPI	tim23-1 inh
O=C(Cc1ccccc1)NC(=S)Nc1ccc2oc(-c3ccccc3)nc2c1	4.7	·	-0.7	·	3.8	·	8.9	-26.8	9.7
O=C(COc1ccc(Cl)cc1)NNC(=O)c1ccncc1	-1.4	-4.1	-2.6	-8.5	-15.2	1.2	-0.4	-16.9	6.0
CC(=O)Nc1ccc(N(C(=O)c2ccco2)C(C(=O)NC2CCCC2)c2ccc(N(C)C)cc2)cc1 (configuration not stated)	2.2	-0.8	-1.0	-3.2	-2.4	-2.5	0.3	-4.4	12.7
O=C(NC1CCC(CC2CCC(NC(=O)C(Cl)Cl)CC2)CC1)C(Cl)Cl (configuration not stated)	-1.0	-0.6	1.3	-5.0	7.1	8.2	1.8	9.9	11.8
COCCNC(=O)CNC(c1ccccc1)c1ccccc1	-1.5	·	-1.1	·	-3.9	·	-1.6	1.3	-3.7
CCn1c(=O)cc(O)c2c(=O)n(C)c(=O)n(C)c21	1.9	-8.4	-7.1	-1.1	9.7	-8.4	1.8	-3.0	-3.9
O=C(O)c1ccc(S(=O)(=O)N(Cc2ccccc2)C2CCCCC2)cc1	-4.3	-3.7	-0.6	-1.0	-16.1	11.8	-2.4	-38.1	28.2
O=C(O)CCN1C(=O)c2ccc(NC(=O)Cc3ccc(Cl)cc3)cc2C1=O	2.7	2.6	-0.5	0.2	0.7	18.6	4.4	-7.1	1.6
CCC(CC)C(=O)Nc1ccc(C)c(O)c1	-1.2	-0.5	1.6	-5.6	10.1	-0.9	-1.4	12.9	1.1
NCc1oc(-c2ccccc2)cc1C(=O)O	-4.0	-1.8	-2.0	-10.5	0.6	1.6	1.5	13.4	4.5
CCOc1ccc(CNn2cnnc2)cc1	-6.2	8.8	-1.3	-0.2	-8.9	-10.6	1.0	3.3	15.0
Cc1ccc(OCC(=O)Nc2cccc(S(=O)(=O)N3CCCCC3)c2)c([N+](=O)[O-])n1	-1.1	-0.1	-3.0	2.9	-2.2	19.7	-0.4	5.1	9.1
CC1(C)OC(c2ccccc2)=C/C(=C/C=N/NC(=O)c2ccncc2)O1	0.8	12.3	1.7	-4.2	-8.8	19.0	-1.1	29.9	17.1
Cc1ccc(S(=O)(=O)N(CC(=O)NC2CCCCCC2)c2ccccc2F)cc1	-0.9	0.3	-3.7	4.7	-1.6	16.8	0.0	-7.6	8.5
Cc1cccc(Cn2nc(-n3cccc3)c3c(C)cc(C)nc32)c1	-1.6	5.4	-3.9	21.6	7.2	13.1	-2.6	27.5	17.8
CCN(CC)CCNC(=O)CNC(=S)N(CCCN1CCOCC1)Cc1cccs1	1.2	4.7	-2.1	-6.0	4.3	2.9	-0.4	-38.6	6.8
COC(=O)CN(c1ccc(OC)c(OC)c1)S(C)(=O)=O	-1.1	-2.5	-2.7	4.6	-6.3	4.2	7.9	8.2	9.7
COc1cc(OC)cc(C(=O)N2CCN(C(=O)c3cccc(F)c3)CC2)c1	-2.2	-4.9	-1.3	4.9	0.6	6.8	1.4	20.1	9.3
Cc1ccc2nc(N3CCC(C(=O)O)CC3)nc(-c3ccccc3)c2c1	1.6	-5.1	-1.1	-6.9	-2.2	14.9	-2.0	25.3	27.6
O=C(Cc1ccccc1)Nc1ccc(N2CCN(Cc3ccccc3F)CC2)cc1	-0.7	2.8	-3.9	-5.0	5.8	9.6	-3.5	27.2	4.2
CCCCNC(=O)CCC(=O)NNc1nc2ccccc2c2nc(-c3ccccc3)nn12	-0.1	-4.3	0.9	-2.5	-0.4	16.7	0.9	17.4	-6.4
CCOC(=O)c1c(CC(C)C)csc1NC(=O)COC(=O)C1=NNC(=O)CC1	1.1	8.8	-0.4	5.2	0.2	6.7	-0.5	-2.1	-6.3
Cc1ccc(-n2c(SCC(=O)Nc3cccc(S(N)(=O)=O)c3)nc3ccccc32)cc1	1.2	-5.9	3.6	-7.9	2.8	-11.3	2.4	31.7	13.8
Cc1cccc(C)c1NC(=O)CN(C)C(=O)CN1C(=O)NC(C)(C)C1=O	-1.8	10.5	-0.9	2.5	-19.6	-3.3	-1.4	0.8	-10.2
CCc1cc2c(N3CCN(C(=O)c4ccco4)CC3)ncnc2s1	-0.9	4.4	0.3	-8.0	16.2	18.3	-1.7	16.9	8.6
COc1ccc(C(CCNC(C)c2ccccc2)c2ccc(F)cc2)cc1 (configuration not stated)	45.5*	-17.4	-4.0	12.3	-27.9	31.4	1.7	72.6*	44.6
Cc1cc(C)nc(NC(=S)Nc2ccc(F)cc2F)c1	1.4	11.3	-3.1	-1.8	5.6	-0.2	0.4	-10.5	-9.3
NC(=O)c1ccccc1NS(=O)(=O)c1ccc(F)cc1	0.6	-3.7	-0.7	-1.4	-0.9	-7.3	0.7	0.7	-2.2
COc1ccc(C2C(C(=O)N3CCN(C)CC3)c3cc(OC)c(OC)cc3C(=O)N2C)cc1 (configuration not stated)	1.2	-2.2	0.8	0.0	0.4	-3.1	0.4	0.1	2.4
Cc1ccc2cc(-c3noc(C4CCCO4)n3)c(=O)[nH]c2c1 (configuration not stated)	1.9	8.5	-3.6	-0.6	17.3	10.1	1.9	4.9	6.6
O=C(NC1CCCC1)C(c1ccco1)N(Cc1ccccc1)C(=O)c1csnn1 (configuration not stated)	1.9	11.5	-2.9	28.8	13.0	13.1	2.0	7.8	19.4
O=C(Cc1ccsc1)N1CCN(S(=O)(=O)c2cc(C(F)(F)F)cc(C(F)(F)F)c2)CC1	-6.6	-7.2	-1.3	-4.6	6.5	8.2	1.1	21.6	17.7
COc1ccccc1N1CCN(C(=O)c2cc(C)on2)CC1	2.1	-3.1	-1.6	-16.7	-7.4	-8.9	3.3	-5.0	1.7
O=S(=O)(Nc1nc2ccccc2nc1Nc1ccc(N2CCOCC2)cc1)c1cc(Cl)ccc1Cl	-3.1	-14.1	-0.6	-5.2	10.3	-0.3	0.8	68.4*	22.6
Cc1csc(=O)n1CC(=O)OCC(=O)NCc1ccc(F)cc1	0.5	-0.1	-3.1	2.7	-43.1	11.1	-0.1	17.5	-6.5
Cc1cc(C)c(NC(=O)/C=C\C(=O)O)c(Cl)c1	-3.5	-3.6	-2.4	-12.3	-11.8	-3.6	-0.8	12.6	-12.4
CCOC(=O)C1=C(N)Oc2ccc3ccccc3c2C1c1cccnc1 (configuration not stated)	2.9	2.3	4.5	8.6	-8.0	2.0	-1.1	26.8	11.5
COC(=O)c1ccc(C(=O)N(C)C2CCCN(Cc3ccccc3F)C2)cc1 (configuration not stated)	-0.5	-1.5	-2.1	-10.3	12.6	-5.1	0.8	11.8	-1.3
O=C(Nc1cccc(Cl)c1)c1ccc(=O)[nH]n1	0.0	-5.2	-4.4	-2.7	9.1	13.2	2.3	10.4	21.7
COc1ccnc(Oc2ccccc2)c1C(=O)N/C=N/OCc1ccccc1	-4.8	-4.9	-1.7	-4.3	-5.7	8.2	-0.3	-16.1	25.4
O=S(=O)(NC1CCCCC1Nc1ccccc1)c1ccccc1 (configuration not stated)	-0.1	1.5	-3.0	-4.4	-3.8	9.3	-0.9	16.4	7.6
COc1ccc(/C=N/n2c(C)nnc2C)c(OC)c1	-7.1	2.7	-2.3	-12.8	8.9	9.6	-0.5	2.4	4.6
CN(CCOc1ccccc1)C(=O)CNC(=O)c1ccc(C(C)(C)C)cc1	0.8	-1.0	-3.8	4.6	12.4	19.7	3.1	17.4	35.7
Cc1cc(/C=C2/NC(=O)NC2=O)c(C)n1-c1ccncc1	4.6	-5.3	-3.6	-1.4	9.5	-6.6	0.4	-0.6	-0.7
Cc1nn2c(Nc3ccc(F)cc3)c3c(nc2c1-c1ccccc1)CCC3	3.5	-0.6	0.2	-7.5	-7.2	7.7	2.2	16.0	-8.2
CC(C)N1CC(COc2ccc(Cl)cc2Cl)OC1=O (configuration not stated)	-3.3	-3.6	-3.4	-6.0	-9.2	6.2	2.4	14.7	18.1
Cc1ccc(CNC(=O)c2ccc(N3CCCC3=O)cc2)cc1	1.2	-3.7	0.6	62.7*	11.7	-0.9	-2.3	-3.2	10.9
CCn1c(=O)cc(OCC(=O)NC2CCCCC2)c2ccccc21	3.7	2.7	0.8	3.2	4.7	8.0	0.2	27.4	26.6
O=C(CCc1nnc2ccc(NCc3ccco3)nn12)N1CCCCC1	-6.8	0.7	-3.1	-11.4	11.1	6.7	0.4	14.1	-2.5
Cc1cc(C(=O)Nc2nnc(C3CCCCC3)s2)cs1	3.8	-2.7	-3.6	4.8	2.7	-2.3	4.9	-74.4	7.1
COc1ccc(CNS(=O)(=O)c2ccc3c(c2)NC(=O)CS3)cc1	-1.9	6.2	0.2	3.9	3.8	-5.8	1.1	-14.6	11.3
Cc1cc(Cl)ccc1C(=O)C1CCCN(C(=O)CCN2CCCO2)C1 (configuration not stated)	3.5	4.1	-2.5	4.7	-19.0	-9.4	-1.2	-18.0	10.5
COC(=O)c1cc(Br)ccc1NC(=O)CSCc1c(C)noc1C	-2.1	1.3	-3.6	13.5	15.2	23.3	-0.1	-7.3	17.3
O=C(Cc1csc(-c2ccc(Cl)cc2)n1)Nc1cccc(S(=O)(=O)NC2=NCCC2)c1	-2.5	-4.0	-2.9	7.2	-2.2	8.6	0.9	23.3	3.1
C(=C\c1ccccc1)/C=N/Nc1nc(N2CCCCC2)nc(N2CCCCC2)n1	7.0	5.5	-1.9	12.7	27.8	6.7	1.3	56.9*	-15.2
N#CCC(=O)Nc1ccc(C(=O)NCC2(N3CCOCC3)CCCCC2)cc1	-1.1	-3.7	-1.3	1.4	0.3	13.9	-1.1	-0.1	2.7
Cc1ccc(OCC(=O)Nc2ccc(S(=O)(=O)N(C)C3CCN(C)CC3)cc2)c(C)c1	-2.1	9.6	-2.4	3.1	2.8	-1.4	0.0	22.8	-6.8
